Screening results: PubChem, National Center for Advancing Translational Sciences (NCATS)
PI4K2A block = PI4K2A (human) kinase inhibition; 420,000 tested, 0.13% active; purified PI4K2A, ADP-Glo luminescence, 1 h; hits give low values; Q9BTU6; activity change, negative = inhibition, % at 76.9 µM; in the data active means activity change below about -50%; inconclusive means mostly about -30% to -49%;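 further: -100% = wells without enzyme as full effect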
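In this quantitative HTS, ADP production by PI4K2A was quantified luminescently after 1 h at ambient temperature; 100 microM adenosine served as plate-quality control.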
USP1 inh = blocks the human USP1/UAF1 deubiquitinase complex | Potency, µM (doses to about 57.1 µM), for the others: at the highest dose activity change, negative = inhibition, hits mostly inhibitors | 390,000 tested, 0.23% active | recombinant USP1/UAF1, Ub-Rhodamine cleavage fluorescence | O94782; further: potency means the concentration at half of the fitted maximal effect; on the % scale 0 is the no-effect control and ±100 the full control effect; nearly all actives have a fitted effect of over 60% in size; inactives centre near -12
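High-throughput fluorogenic screen: 1nM USP1/UAF1 complex, Ub-Rho substrate 150nM final, 50mM HEPES pH 7.8 with 0.5mM EDTA, 0.1 mg/ml BSA, 1mM TCEP and 0.01% Tween-20.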
D2 ag = D2 dopamine receptor (human) agonism; P14416; HEK293 T-REx D2 cells, calcium flux agonist mode; activation, % at 2 µM; 340,000 tested, 0.53% active; AID 485358;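 active means activation over 3 SD above normal in the single-dose calcium agonist read, cut at about 30% in these data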; further: 0% is about no effect
Target sequence (P14416 whole entry, looked up): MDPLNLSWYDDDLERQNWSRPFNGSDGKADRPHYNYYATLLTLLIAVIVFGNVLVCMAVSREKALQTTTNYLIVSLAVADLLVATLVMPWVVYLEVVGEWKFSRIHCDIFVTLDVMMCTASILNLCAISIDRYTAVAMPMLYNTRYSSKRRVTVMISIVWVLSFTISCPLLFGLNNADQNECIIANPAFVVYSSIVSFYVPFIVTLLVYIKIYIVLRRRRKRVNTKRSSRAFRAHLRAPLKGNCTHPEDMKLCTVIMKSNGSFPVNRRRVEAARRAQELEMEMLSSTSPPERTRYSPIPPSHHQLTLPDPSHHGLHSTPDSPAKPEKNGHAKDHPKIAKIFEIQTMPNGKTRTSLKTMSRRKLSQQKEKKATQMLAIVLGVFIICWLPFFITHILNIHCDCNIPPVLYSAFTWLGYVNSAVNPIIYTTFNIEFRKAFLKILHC
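In this primary screen, compounds producing a positive calcium signal within 180 s of addition to tetracycline-induced, force-coupled HEK293 Trex D2 cells are flagged; cells are dye-loaded with a no-wash calcium kit beforehand.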
TrxR1 inh = inhibitors of rat thioredoxin reductase 1. recombinant rTrxR1, NADPH fluorescence consumption, selenite substrate. Potency, µM (top dose mostly 114 µM), without a hit: at the top dose activity change, negative = inhibition, hits mostly inhibitors. 390,000 tested, 1% active; further: potency means the concentration at half of the fitted maximal effect; on the % scale 0 is the no-effect control and ±100 the full control effect; nearly all actives have a fitted effect of over 65% in size
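Rat TrxR1 (90 nM in the dispensed reagent) was pre-reduced with 400 uM NADPH for 5 min at room temperature, then incubated with compound for 15 min. After 400 uM selenite was added, NADPH fluorescence (Ex 340/Em 450 nm) was followed for 8 min.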
TRHR ag = agonists of human TRH receptor; TRHR cells, calcium flux fluo-8, FDSS agonist mode; activation, % at 2 µM; 360,000 tested, 0.18% active; AID 493084; in the data active means activation above about 30%; further: 0% is about no effect
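Read-out: compound-evoked intracellular calcium rise in TRHR cells, fluo-8 dye, kinetic FDSS fluorescence at 1 s/cycle following a 10-cycle baseline. Cells cultured overnight before dye loading (30 min–1.5 h, RT).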
D2 antag = D2 dopamine receptor (human) antagonism | inhibition, % at 10 µM | P14416 | HEK293 TREx D2 cells, calcium flux, dopamine EC80 | AID 485344 | 340,000 tested, 2% active; in the data active means inhibition above about 30%; further: 0% is about no effect
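Dopamine at EC80 is the agonist stimulus; test compounds precede it by 180 s. Calcium flux read kinetically in a force-coupled, inducible HEK293 T-REx D2 cell line.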
TrxR1 substrate = substrates of rat thioredoxin reductase 1 | purified TrxR1 substrate turnover, NADPH consumption readout | 390,000 tested, 0.01% active | Potency, µM (series often up to 114 µM), for inactives: at the top dose activity change, negative = substrate turnover | O89049; further: potency means the concentration at half of the fitted maximal effect; on the % scale 0 is the no-effect control and ±100 the full control effect; nearly all actives have a fitted effect of over 50% in size
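Rat TrxR1, dispensed at 90 nM, was prereduced with 400 uM NADPH (final) for 5 min at ~22 deg C, then incubated with compound 15 min before 400 uM selenite. A first-read NADPH fluorescence drop versus no-compound background flagged substrates.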
TRHR enhancer = allosterically enhances the human TRH receptor; P34981; TRHR cells, fluo-8 calcium fluorescence, EC20 TRH enhancement; 360,000 tested, 0.66% active; enhancement, % at 2 µM; in the data active means enhancement above about 30%; further: 0% is about no effect
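TRHR-expressing cells loaded with fluo-8 calcium dye were read kinetically (ex 480/em 530) during compound addition, then stimulated with an EC20 of TRH (10 nM final). Enhancement of the Gq-mediated intracellular calcium response was scored.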
mIDH1 inhibitor = blocks human mutant IDH1 R132H enzyme; AID 602179; IDH1-R132H enzyme, NADPH consumption, diaphorase/resazurin fluorescence; 390,000 tested, 0.093% active; Potency, µM (top dose mostly 76.6 µM), without a hit: top-dose activity change, negative = inhibition, most hits filed as inhibitors; O75874; further: potency means the concentration at half of the fitted maximal effect; on the % scale 0 is the no-effect control and ±100 the full control effect; nearly all actives have a fitted effect of over 65% in size
Target sequence (O75874 whole entry R132H, stated change not applied): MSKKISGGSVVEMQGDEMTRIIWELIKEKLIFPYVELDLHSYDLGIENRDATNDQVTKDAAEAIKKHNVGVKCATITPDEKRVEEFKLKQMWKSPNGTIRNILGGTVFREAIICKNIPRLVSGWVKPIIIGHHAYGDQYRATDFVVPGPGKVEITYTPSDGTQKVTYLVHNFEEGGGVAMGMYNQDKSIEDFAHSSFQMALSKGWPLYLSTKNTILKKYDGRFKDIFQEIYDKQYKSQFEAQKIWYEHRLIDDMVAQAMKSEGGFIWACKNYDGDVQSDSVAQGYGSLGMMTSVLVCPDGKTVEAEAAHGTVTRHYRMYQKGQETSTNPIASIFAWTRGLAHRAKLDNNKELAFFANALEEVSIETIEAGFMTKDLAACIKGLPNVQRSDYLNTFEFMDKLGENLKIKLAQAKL
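IDH1-R132H (0.5 ug/mL) preincubated 30 min with compound, then NADPH (0.016 mM) and alpha-KG (2 mM) added; 80 min at RT, pH 7.5. Remaining NADPH coupled via diaphorase/resazurin to fluorescence (540/590 nm); concentration-response curves normalized to no-enzyme control.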
Starred values were filed as active, the others as inactive; u = inconclusive; x = not tested or not shown; & = joins results of further samples; [ ] = another dose, or the depositor's remark. Unless noted, the call rests on the fitted dose curve; in most records, active means well fitted inhibition curve with a large enough effect; inconclusive means small, poorly fitted or top-dose-only effect; inactive means no such curve, though single readings can be large or run the other way.

SMILES	USP1 inh	D2 antag	TRHR enhancer	TrxR1 inh	TrxR1 substrate	D2 ag	mIDH1 inhibitor	TRHR ag	PI4K2A block
CN1CCC(=O)N([C@H](CSc2ccc(Br)cc2)Cc2ccccc2)CC1	-9%	4	-12	0%[57.1 µM]	1%[57.1 µM]	-0.1	-8%	0.2	-7
CCOc1ccc(-c2cnc(NCc3ccc(C(F)(F)F)cc3)n2C)cc1	-21%	x	6	7%	-3%[11.4 µM]	x	8%	2.6	3
NC(=O)CC(NC(=O)Cc1ccc(Br)cc1)c1ccc(NCc2cc(F)ccc2F)c([N+](=O)[O-])c1 (configuration not stated)	-15%	3	-23	1%	0%	1.0	-10%	-0.2	1
O=C(Cn1c(=O)n(Cc2ccco2)c(=O)c2oc3ccccc3c21)Nc1ccc(F)cc1F	0%	x	2	-2%	-1%	x	-14%	0.4	-1
Cc1ncc(CN2CCN(C(C)C)C(CCO)C2)s1 (configuration not stated)	-13%	18	-4	-1%[57.1 µM]	0%[57.1 µM]	0.2	-7%	0.5	5
Cc1cc(-n2nc(C)cc2C)nc(NS(=O)(=O)c2ccccc2Cl)n1	-9%	3	11	-2%	1%	-0.2	6%	-0.7	-4
CC(=O)Nc1ccc(S(=O)(=O)Oc2ccc(/C=N/N=C3/NC(=O)C(CC(=O)O)S3)cc2)cc1 (configuration not stated)	-3%	35*	0	-1%[57.1 µM]	-6%[57.1 µM]	-0.1	-3%	0.0	-3
CCCC[C@@H]1CCCO[C@@](C(=O)NCc2ccccn2)(C(F)(F)F)C1	-16%	x	x	4%&-8%	-5%&-11%	x	2%	x	1
CCOc1ccc(OCCNC(=O)C(NC(=O)c2c(F)cccc2F)C(C)C)cc1 (configuration not stated)	-8%	-10	-3	12%	-1%	-0.2	8%	0.2	1
CSc1nc(C)cc(SCC(=O)N/N=C/c2ccccc2)n1	-3%	10	3	-8%	-9%	-0.4	8%	0.2	1
CCCCn1c(N)c(N(CC(C)C)C(=O)c2cc(-c3ccc(F)cc3)nc3ccccc23)c(=O)[nH]c1=O	-26%	5	17	18%	7%	0.5	-3%	0.6	-3
CC(=O)c1cccc(NC(=O)C2CCCN(S(=O)(=O)c3cccc4nonc34)C2)c1 (configuration not stated)	-19%	5	-10	18%	7%	-1.5	0%	-0.3	4
CCOc1ccc(CSC(=N)N)cc1	-15%	2	15	12%[57.1 µM]	-7%[57.1 µM]	-1.4	1%	-0.7	0
O=C(NCCC1=CCCCC1)C1CCN(S(=O)(=O)c2cccc(C(F)(F)F)c2)CC1	-20%	10	-10	16%	1%	-0.2	-2%	0.5	-3
CC1(C)N=C(c2ccc(Cl)cc2Cl)C(=O)N1	0%	1	0	1%	6%	-0.4	6%	-0.3	-2
COc1cc(OC)c(Nc2nc3ccccc3nc2-n2nc(C)cc2C)cc1Cl	6%	x	1	-4%	-5%	2.1	-22%	2.4	-5
CC(C)CCN1CCN=C1N(C)C	-22%	9	4	13%	12%	0.8	0%	0.0	-2
Cc1c(C(=O)N(C)Cc2ccc(OC(F)F)cc2)oc2ccccc12	-5%	9	-5	6%	-2%	-1.0	8%	-0.1	2
Nc1ccc(S(=O)(=O)NC2(C(F)(F)F)NC(=O)N(c3ccccc3F)C2=O)cc1 (configuration not stated)	-10%	3	5	19%[57.1 µM]	-14%[57.1 µM]	0.3	9%	0.5	17
Nc1nonc1-n1nnc(C(=O)N/N=C\c2cccc(Cl)c2)c1CN1CCOCC1	-13%	5	-1	7%	3%	-0.1	10%	-0.5	2

Full records as entered above. Order of screens: USP1 inh, D2 antag, TRHR enhancer, TrxR1 inh, TrxR1 substrate, D2 ag, mIDH1 inhibitor, TRHR ag, PI4K2A block
Results for COc1cc(OC)c(Nc2nc3ccccc3nc2-n2nc(C)cc2C)cc1Cl → 6%, x, 1, -4%, -5%, 2.1, -22%, 2.4, -5
Results for Cc1ncc(CN2CCN(C(C)C)C(CCO)C2)s1 (configuration not stated) → -13%, 18, -4, -1%[57.1 µM], 0%[57.1 µM], 0.2, -7%, 0.5, 5

Other records follow:
SMILES	USP1 inh	D2 antag	TRHR enhancer	TrxR1 inh	TrxR1 substrate	D2 ag	mIDH1 inhibitor	TRHR ag	PI4K2A block
COc1ccc(-c2nc3ccccn3c2CN2CCN(c3ccccc3F)CC2)cc1	u	6	0	17%[57.1 µM]	-14%[57.1 µM]	0.5	3%	-0.2	1
CCC(=O)N1CCc2cc(S(=O)(=O)NC(Cc3ccccc3)C(=O)NCc3cccc(OC)c3)ccc21 (configuration not stated)	-9%	x	-7	10%	2%	-1.3	-20%	-0.8	6
CCCCOc1c(Br)cc(/C=C2\N=C(C)OC2=O)cc1OCC	-27%	x	x	40µM*	1%	x	u	x	5
CCOC(CNC(=O)CN1C(=O)COc2ccc(S(=O)(=O)N3CCOCC3)cc21)OCC	-15%	20	3	24%[57.1 µM]	-10%[57.1 µM]	0.2	-4%	0.5	-2
CN1CCc2nc(SCC(=O)Nc3ccc(OC(F)(F)F)cc3)c(C#N)c(-c3cccs3)c2C1	6%	9	-8	10µM*	3%	-1.9	2%	-4.1	-6
CC(C)(Oc1ccc(Cl)cc1)C(=O)OCc1nc2ccsc2c(=O)[nH]1	0%	3	18	5%	1%	0.0	3%	-0.4	0
COCCCNC(=O)c1ccc2c(c1)OCO2	-21%	6	9	13%	3%	0.1	1%	0.5	4
COc1cccc(N2CC(NC(=O)c3cc(Cl)ccc3OC)CC2=O)c1 (configuration not stated)	-22%	x	-2	11%[57.1 µM]	-3%[57.1 µM]	0.0	30%	0.1	-1
CCCCN(CCCNC(=O)Cn1ncc2ccsc2c1=O)Cc1ccccc1	-2%	-15	-2	13%	-4%	-1.7	-9%	-0.2	-1
CCCc1cc(=O)oc2cc(C)cc(OC(C)C(=O)NCCCn3ccnc3)c12 (configuration not stated)	-25%	-9	-1	17%	123%[activator]	-0.9	0%	-0.8	0
Cc1cc(C(=O)NNC(=S)NCc2ccco2)n(C)n1	-5%	5	-4	-12%	-8%	0.1	-2%	0.3	0
CC(C)CN1C(=O)C(=O)N(CC(=O)c2ccc3c(c2)CCCC3)C1=O	-6%	3	10	-3%	-11%	0.2	5%	1.0	-1
Cc1nn(-c2ccccc2)c2c1C(=O)N(c1ccccc1)C(=O)C(C)(C)C2	-15%	0	-5	5%[57.1 µM]	-8%[57.1 µM]	-1.8	8%	-0.6	1
O=C(Nc1ccccc1C(F)(F)F)c1ncoc1-c1ccco1	-15%	x	-4	4%[57.1 µM]	-3%[57.1 µM]	1.2	-6%	-0.1	-5
O=C(Cc1cccs1)Nc1ccc(F)cc1F	-23%	-8	-5	15%	9%	0.0	-1%	-0.2	-1
COc1ccc(C(C(=O)NC(C)(C)C)N(Cc2ccco2)C(=O)CCC(=O)Nc2cc(C)on2)cc1 (configuration not stated)	-3%	6	10	20%[57.1 µM]	-1%[57.1 µM]	0.6	4%	-1.4	-4
CC(=O)/C(=C(/O)c1ccccc1)c1nc2ccccc2[nH]1	-14%	-5	-7	15%[57.1 µM]	7%[57.1 µM]	2.7	7%	-0.5	4
COC(=O)C1(S(=O)(=O)c2ccc(C)cc2)CCOCC1	1%	-5	10	12%	6%	0.3	11%	0.5	3
CO/N=C/Cc1c([N+](=O)[O-])c(C)nn1C	u	-11	-1	15%[57.1 µM]	-13%[57.1 µM]	0.6	3%	-0.1	-5
Cc1cccc(NC(=S)NNC(=O)Cc2ccccc2)c1	-6%	1	-1	u	-2%	-0.3	8%	0.0	10

Marked active in D2 antag, among the entries above:
Structure | USP1 inh | D2 antag | TRHR enhancer | TrxR1 inh | TrxR1 substrate | TRHR ag | PI4K2A block
CC(=O)Nc1ccc(S(=O)(=O)Oc2ccc(/C=N/N=C3/NC(=O)C(CC(=O)O)S3)cc2)cc1 (configuration not stated) | -3% | 35* | 0 | -1%[57.1 µM] | -6%[57.1 µM] | 0.0 | -3

Other structures:
SMILES	USP1 inh	D2 antag	TRHR enhancer	TrxR1 inh	TrxR1 substrate	D2 ag	mIDH1 inhibitor	TRHR ag	PI4K2A block
COC(=O)c1ccc(C23CC4(C2)[C@H](CN(Cc2ccc(C(F)(F)F)cc2)[C@@H]4c2ccccc2)C3c2ccccc2)cc1 (some centres not stated)	-9%	0	-5	-30%	4%	-1.0	-4%[38.3 µM]	-1.1	1
OC[C@H]1O[C@H](OC[C@H]2OC(O)[C@H](O)[C@@H](O)[C@@H]2O)[C@H](O)[C@@H](O)[C@@H]1O (some centres not stated)	-22%	-10	3	18%	4%	-0.5	1%	-1.5	-2
O=C(NC1=NCCS1)c1ccc(C(F)(F)F)cc1	-10%	2	1	16%	0%	0.3	26%	-0.4	-2
COc1cc(SC)ccc1C(=O)N1CCCc2ccccc21	-22%	-1	-4	16%	3%	0.0	8%	-1.4	4
Cc1ccc2[nH]c(=O)c(CN(CC3CCCO3)C(=S)NCc3ccco3)cc2c1 (configuration not stated)	-23%	1	-1	3%	-4%	26	-3%	0.4	-4
COc1ccc(-n2cnnc2SCC(=O)NC2CCS(=O)(=O)C2)cc1 (configuration not stated)	-1%	x	-2	5%	-2%	x	8%	-0.1	-1
COc1ccc(NC(=O)Cn2c(=O)sc3ccccc32)cc1	6%	x	0	-4%[57.1 µM]	5%[57.1 µM]	x	-6%	0.2	-3
Cc1c(Br)c(C(F)(F)F)nn1CC(=O)NCc1ccco1	-2%	0	-8	5%[57.1 µM]	1%[57.1 µM]	-0.4	4%	-0.3	-2
CCCCOc1cccc(NC(=O)c2cccc(C(=O)Nc3cccc(OCCCC)c3)c2)c1	5%	x	-9	29%	37%[activator]	1.7	-8%	2.3	3
O=C(CSc1ccccc1)N1CCN(c2ccccc2)CC1	-12%	-7	-1	-5%	-3%	-0.4	7%	2.4	-3
O=C(CNCCO)N1N=C(c2cccs2)CC1c1cccs1 (configuration not stated)	-20%	x	-1	-22%	3%	x	-4%	-0.1	-4
O=C(NCCN1C(=O)S/C(=C\c2cccs2)C1=O)c1ccco1	-12%	-2	-2	3%[57.1 µM]	5%	-0.8	-4%	-0.3	-4
O=C1N(c2cccc(Cl)c2)C(c2ccc(Cl)cc2)N2CCCN12 (configuration not stated)	-21%	1	3	12%	-1%	0.3	1%	0.3	0
